# Screening data as filed in PubChem BioAssay.
# NCI-60 one-dose screen, 48 h, at 10 µM unless noted. Numbers give growth in % (100 = growth as untreated, 0 = no growth, -100 = all killed).
# MOLT-4: MOLT-4 leukemia cells; 6.9% of 80,000 active; AID 1794779
# MCF7: MCF7 breast cancer; 6.3% of 82,000 active; AID 1794796
# K-562: K-562 leukemia; 7.4% of 78,000 active
# SR: SR leukemia cells | AID 1794780 | 8.7% of 73,000 active
# MDA-MB-231: MDA-MB-231 breast cancer. 5% of 81,000 active
# RPMI-8226: RPMI-8226 leukemia cells. 7.5% of 77,000 active
# CCRF-CEM: CCRF-CEM leukemia | 7% of 77,000 active | AID 1794778
# MDA-MB-468: MDA-MB-468 breast cancer. 8.5% of 78,000 active. AID 2202374
# Starred values were filed as active, the others as inactive; · = no result given; & = joins results of further samples; [ ] = another dose, or the depositor's remark. Rule for the calls: active = growth percent below 10; inactive = the rest.
1	COc1ccc(C2CC(=O)Nc3c2c(C)nn3-c2nc3ccccc3[nH]2)cc1 (configuration not stated)
2	Cc1cc(C)c(C#N)c(OCC2CCCO2)n1 (configuration not stated)
3	O=c1cc(Cc2ccccc2)[nH]c(=S)[nH]1
4	O=[N+]([O-])c1cnc(Sc2ccncn2)c([N+](=O)[O-])c1
5	COc1cc(NC(C)CCCN)c2ncccc2c1Sc1ccc(Cl)cc1 (configuration not stated)
6	CC(=O)Nc1ccc(S(=O)(=O)O)c(OC(C)=O)c1
7	CCOC(=O)C(C(=O)OCC)C(=O)C(C)(C)C
8	O=C(COc1ccc(/C=C2/C(=O)Nc3ccc(Cl)cc32)cc1)Nc1cccc(Cl)c1

Screen / compound no.	1	2	3	4	5	6	7	8
MDA-MB-468	101	109	106	-44*	-2.8*	104	102	100
RPMI-8226	20	96	103	67	-8.1*	101	113	101
MOLT-4	-45*	100	103	-41*	32	110	108	105
CCRF-CEM	10	·	94	-49*	45	111	110	99
MCF7	92	102	104	56	26	104	94	88
MDA-MB-231	109	106	104	91	36	102	114	90
SR	-36*	98	102	12	-35*	98	110	102
K-562	-34*	94	112	-47*	-33*	104	103	103

9	COc1cc(O)c(C)c(O)c1
10	CCCCCN(Cc1ccccc1)CC(O)c1ccc(Cl)cc1 (configuration not stated)
11	O=C(O)CCNC(=O)c1nc(-c2ccccc2)n(-c2ccc(F)cc2)n1
12	CN(C)CCCC(C#N)(c1ccccc1)c1ccccc1
13	CCOC(=O)c1c[nH]c2cc([N+](=O)[O-])ccc2c1=O
14	N#C/C(=C\c1ccc(-c2ccccc2)cc1)C(=O)c1ccccc1
15	O=c1c(O)c(N[C@H]2C=C[C@@H](CO)C2)c1=O
16	CC(C)COC(=O)/C=C(\CC(=O)OCC(C)C)C(=O)OCC(C)C

Screen / compound no.	9	10	11	12	13	14	15	16
MDA-MB-468	106	130	103	112	100	113	·	106
RPMI-8226	107	86	114	100	114	100	·	93
MOLT-4	84	90	105	80	114	112	·	73
CCRF-CEM	111	91	104	110	114	·	116	85
MCF7	101	84	98	96	100	98	107	89
MDA-MB-231	116	78	95	103	122	106	150	110
SR	110	78	118	66	122	·	·	85
K-562	99	82	·	72	113	124	104	70

17	CO[C@H]1[C@H](n2ccc(=O)[nH]c2=O)O[C@@](CO)(OC)[C@H]1O
18	O=c1[nH]c(SCc2nc3cc(Cl)c(Cl)cc3[nH]2)nc2c1CCC2
19	CCN(CC)CCCNc1cccc2c(SCc3ccccc3)ccnc12
20	C=CCSc1nnc(NC(=O)CCl)s1
21	CCCCC(CC)CCC(CC(C)C)NC(=S)NC(CCC(CC)CCCC)CC(C)C (configuration not stated)
22	CC(=O)Nc1ccc(S(C)(=O)=O)cc1
23	O=C(/C=C/c1ccc2c(c1)OCO2)c1ccccc1
24	Cc1oc(-c2ccc(Cl)cc2)nc1C1=NN(C(=O)c2ccncc2)C(c2ccccc2)C1 (configuration not stated)

Screen / compound no.	17	18	19	20	21	22	23	24
MDA-MB-468	89	105	88	·	78	·	83	108
RPMI-8226	86	103	-40*	73	72	111	34	80
MOLT-4	95	88	-24*	91	87	101	103	77
CCRF-CEM	91	92	-26*	77	·	105	63	93
MCF7	93	91	99	90	81	105	21	94
MDA-MB-231	92	108	·	90	70	102	88	77
SR	86	90	-28*	88	116	·	33	101
K-562	90	92	-63*	88	84	96	71	86

25	CN1CCN(S(=O)(=O)O[C@@H]2C(=O)N(c3cc4c5ccccc5ccc4c4ccccc34)[C@H]2c2ccc(F)cn2)CC1
26	O=C(N=Nc1c(Cl)c(O)c2ccccc2c1O)c1ccncc1
27	CC(C)N1CCSC1=S
28	Cn1cc(-c2cc3nc(-c4cn(C)c5ncc(Br)cc45)cc(N)n3n2)c2cc(Cl)ccc21
29	CN(C)c1cccc2c(S(=O)(=O)Nc3ccc4nc(N)oc4c3)cccc12
30	O=c1cc(CC(O)(C(F)(F)Cl)C(F)(F)Cl)[nH]n1-c1ccccc1
31	Cc1cn([C@H]2C[C@H](N=[N+]=[N-])[C@@H](CO)O2)c(=O)[nH]c1=O
32	CCOC(=O)CC1(C(=O)OCC)c2[nH]c3ccccc3c2CCN1Cc1ccccc1 (configuration not stated)

Screen / compound no.	25	26	27	28	29	30	31	32
MDA-MB-468	91	84	98	-89*	22[2.15 µM]	100	88	94
RPMI-8226	80	74	·	-4.6*	53[2.15 µM]	96	·	77
MOLT-4	67	85	101	-47*	66[2.15 µM]	106	100	78
CCRF-CEM	75	79	107	-37*	70[2.15 µM]	95	·	92
MCF7	87	88	104	·	96[2.15 µM]	107	88	70
MDA-MB-231	39	82	102	-86*	74[2.15 µM]	97	117	94
SR	52	85	93	-28*	40[2.15 µM]	93	·	·
K-562	75	90	100	-29*	46[2.15 µM]	96	·	78

33	O=C1c2ccccc2C[C@]12C(c1ccccc1)=NOS2=O (some centres not stated)
34	OCCCc1n(Cc2ccc3ccccc3c2)c2ccccc2[n+]1Cc1ccc2ccccc2c1
35	CCC(CC)CS(=O)(=O)Nc1ccc(C(=O)O)cc1
36	O=c1cc[nH]c2c(Cl)cccc12
37	CC(=O)C(N=Nc1ccc(S(N)(=O)=O)cc1)C(=O)Nc1ccc(Cl)cc1 (configuration not stated)
38	COc1ccc(-c2c(N)noc2-c2cc(OC)c3c(c2)OCCO3)cc1
39	O=C(CN(Cc1ccco1)C(=O)/C=C/c1cccc([N+](=O)[O-])c1)Nc1ccccc1C(F)(F)F
40	C#CCN[C@@H]1CCc2ccccc21

Screen / compound no.	33	34	35	36	37	38	39	40
MDA-MB-468	91	-28*	106	106	86	-1.9*	·	113&110
RPMI-8226	89	2.2*	106	59	99	16	75	112&106
MOLT-4	85	20	·	111	94	10	106	102&83
CCRF-CEM	96	31	106	83	·	13	91	118&98
MCF7	78	9.4*	107	98	89	·	65	91&102
MDA-MB-231	84	-18*	105	86	99	27	94	103&100
SR	107	-31*	96	84	·	12	90	115&95
K-562	86	9.1*	107	92	100	·	111	95

41	O=C1C(=O)c2c(nc3ccc(Cl)cn23)-c2ccccc21
42	COc1ccc(C2OCC(C)(C)CO2)cc1OC
43	CCN1C2CCC1/C(=C\c1ccc(OC)cc1)C1=C2[C@@H](c2ccc(OC)cc2)C(C#N)=C(N)O1 (some centres not stated)
44	c1ccc(Nc2csc(-c3ccccn3)n2)cc1
45	O=S(=O)(Oc1ccc(-c2ccccc2)cc1)c1ccccc1
46	O=CN(SSN(C=O)C1CCCCC1)C1CCCCC1
47	CCN(C(=O)C(c1ccccc1)C(C(=O)N(CC)c1ccccc1)c1ccccc1)c1ccccc1 (configuration not stated)
48	CC(=O)OC1COC(NC(=O)N(CCCl)N=O)C(OC(C)=O)C1OC(C)=O (configuration not stated)

Screen / compound no.	41	42	43	44	45	46	47	48
MDA-MB-468	·	92	64	101	107&94	108	103	105
RPMI-8226	-54*	96	64	104	85&85	120	107	99
MOLT-4	-95*	100	66	105	83&85	65	107	99
CCRF-CEM	-50*	94	77	111	85&104	111	106	100
MCF7	-88*	104	78	97	100&97	102	98	98
MDA-MB-231	-59*	103	98	100	125&107	102	108	145
SR	-87*	100	·	103	89&110	·	·	39
K-562	-100*	101	·	105	87&104	52	114	98

# Part of the list above, with two lines to a compound.
# Screens in order – MDA-MB-468, RPMI-8226, MOLT-4, CCRF-CEM, MCF7, MDA-MB-231, SR, K-562
41: O=C1C(=O)c2c(nc3ccc(Cl)cn23)-c2ccccc21
→ ·, -54*, -95*, -50*, -88*, -59*, -87*, -100*
42: COc1ccc(C2OCC(C)(C)CO2)cc1OC
→ 92, 96, 100, 94, 104, 103, 100, 101
43: CCN1C2CCC1/C(=C\c1ccc(OC)cc1)C1=C2[C@@H](c2ccc(OC)cc2)C(C#N)=C(N)O1 (some centres not stated)
→ 64, 64, 66, 77, 78, 98, ·, ·
44: c1ccc(Nc2csc(-c3ccccn3)n2)cc1
→ 101, 104, 105, 111, 97, 100, 103, 105
45: O=S(=O)(Oc1ccc(-c2ccccc2)cc1)c1ccccc1
→ 107&94, 85&85, 83&85, 85&104, 100&97, 125&107, 89&110, 87&104
46: O=CN(SSN(C=O)C1CCCCC1)C1CCCCC1
→ 108, 120, 65, 111, 102, 102, ·, 52

# (listing goes on)
49	Cc1cccc(Cc2c(C)cc(C)c(N(CC(=O)O)S(=O)(=O)c3ccccc3)c2C)c1
50	CCCCC(=O)N(CC)CC
51	Cc1nn(-c2ccccc2)c2ncn(CC(=O)N/N=C/c3cccc([N+](=O)[O-])c3)c(=O)c12
52	O=C(/C=C/c1ccc(O)c(O)c1)NC1CCOC1O (configuration not stated)
53	C/C=C1\C[C@]23CC[C@]4(C)[C@H](CC[C@@H]5[C@@]6(C)CC[C@H](O)C(C)(C)[C@@H]6CC[C@]54C)[C@H]2[C@H](C)C1(C)OC3
54	N#Cc1nc(-c2cc3ccccc3oc2=O)oc1NCCO
55	COc1ccc(-c2nc(SCC(C)C)nc(NN)c2C#N)cc1
56	COc1ccc(/C=C/C(=O)c2ccc(NC(=O)CSc3nnc(-c4ccccc4)o3)cc2)cc1
57	N/C(=N\C(N)=N\c1nc2ccccc2s1)c1cccs1
58	Cc1ccc(S(=O)(=O)Nc2ccc3nc(C)oc3c2)cc1
59	CCCCCCCCCCCCCCCC(=O)N(CCC#N)CCC#N

Screen / compound no.	49	50	51	52	53	54	55	56	57	58	59
MDA-MB-468	112	112	78	109	107	91	92	106	99	38	·
RPMI-8226	92	114	92	97	107	100	59	107	88	79	83
MOLT-4	96	105	78	96	100	104	72	79	89	67	84
CCRF-CEM	98	111	83	96	104	101	61	104	·	·	82
MCF7	100	105	86	91	94	88	87	89	77	90	91
MDA-MB-231	101	107	44	99	110	99	91	120	84	92	100
SR	95	98	76	·	83	99	77	94	73	·	88
K-562	91	120	83	88	96	104	72	101	91	59	61

# Full records, quoted from the list. Values in the order: MDA-MB-468	RPMI-8226	MOLT-4	CCRF-CEM	MCF7	MDA-MB-231	SR	K-562
# O=c1cc[nH]c2c(Cl)cccc12 reads 106	59	111	83	98	86	84	92
# CCN1C2CCC1/C(=C\c1ccc(OC)cc1)C1=C2[C@@H](c2ccc(OC)cc2)C(C#N)=C(N)O1 (some centres not stated) reads 64	64	66	77	78	98	·	·
